Source: PubChem BioAssay (National Center for Advancing Translational Sciences (NCATS))
D2 potentiator: positive allosteric modulators of human D2 dopamine receptor | potentiation, % at 10 µM | P14416 | HEK293 T-REx D2, calcium flux, EC20 dopamine potentiation | AID 485347 | hit rate 0.34% among 340,000;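 active = potentiation over 3 SD above the plate norm, cut at about 30% in these data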; also: 0% is about no effect
Target sequence (P14416 whole entry, looked up): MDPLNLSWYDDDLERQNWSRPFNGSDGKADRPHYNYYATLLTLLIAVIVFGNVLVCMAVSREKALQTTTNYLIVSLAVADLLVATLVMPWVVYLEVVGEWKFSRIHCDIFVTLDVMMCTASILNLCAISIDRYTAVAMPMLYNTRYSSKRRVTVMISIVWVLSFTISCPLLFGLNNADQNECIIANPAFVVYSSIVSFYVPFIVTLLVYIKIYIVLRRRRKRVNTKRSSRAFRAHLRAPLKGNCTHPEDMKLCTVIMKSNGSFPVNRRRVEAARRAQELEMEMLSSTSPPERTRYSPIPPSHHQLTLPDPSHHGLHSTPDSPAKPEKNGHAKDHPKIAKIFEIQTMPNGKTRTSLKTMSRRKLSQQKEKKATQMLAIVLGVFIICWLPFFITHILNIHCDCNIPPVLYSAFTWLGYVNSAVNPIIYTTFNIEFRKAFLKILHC
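Cells plated with tetracycline inducer and held overnight at 30 C; calcium dye loaded 30–90 min at room temperature; baseline taken, compound added and read 180 s; EC20 dopamine then added and read 180 s.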
Glioma ERSR ind: induces the endoplasmic reticulum stress response in human glioma cells. U87-MG GRP78 promoter luciferase reporter, 16 h. Potency, µM, without a hit: at the top dose activation, most hits filed as activators. hit rate 0.02% among 420,000; also: potency is read from the fitted curve at half-maximal effect; series mostly up to about 76 µM; % of control where 0% means no effect; nearly all actives have a fitted effect of over 35% in size
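Stably transfected U87-MG glioma cells carrying a GRP78-based luciferase sensor; 16 h compound incubation. Luminescence end-point read 10 min after Bright-Glo addition at room temperature.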
D1 antagonist: blocks dopamine activation of the human D1 receptor; HEK293 TREx D1 cells, calcium flux, dopamine EC80; hits give low values; P21728; hit rate 3.2% among 360,000; activity change, negative = inhibition, % at 10 µM; in the data active = activity change below about -30%; also: % is scaled to controls: 0 for no effect and ±100 for the full control effect
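Allosteric or orthosteric antagonism assessed as attenuation of the calcium response to EC80 dopamine, added 180 s after compound, in induced HEK293 Trex D1 cells loaded with no-wash calcium dye.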
RXFP1 agonist: activates the human relaxin receptor RXFP1; HEK293T-RXFP1 cAMP TR-FRET, 30 min; response scale: percent of porcine relaxin response, buffer zero; AID 2676; hit rate 0.3% among 370,000; Potency, µM (series often up to 57.5 µM), inactives show top-dose activation, hits mostly activators; also: potency is read from the fitted curve at half-maximal effect; % is scaled to controls: 0 for no effect and ±100 for the full control effect; nearly all actives have a fitted effect of over 60% in size; many of its hits are not listed in these tables
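HEK293 cells stably expressing RXFP1, treated 30 min at 37C with compounds plus PDE4 inhibitor Ro 20174; cAMP measured by HTRF TR-FRET. Normalized to buffer and 29 nM porcine relaxin; EC50 by Hill fit.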
Vif-APOBEC3G blk: Vif-A3G binding inhibition; Potency, µM (doses to about 46.1 µM), without a hit: at the highest dose activity, negative = active, most hits filed as inhibitors; AID 602310; hit rate 0.076% among 410,000; HeLa A3G-eYFP + Vif (tagged APOBEC3G with the HIV-1 protein that degrades it), YFP fluorescence, overnight; Q9HC16;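 also: potency is read from the fitted curve at half-maximal effect; % is scaled to controls: 0 for no effect and ±100 for the full control effect; nearly all actives have a fitted effect of over 60% in size; hits raise eYFP signal because A3G escapes Vif-driven loss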
Target sequence (Q9HC16 whole entry, looked up): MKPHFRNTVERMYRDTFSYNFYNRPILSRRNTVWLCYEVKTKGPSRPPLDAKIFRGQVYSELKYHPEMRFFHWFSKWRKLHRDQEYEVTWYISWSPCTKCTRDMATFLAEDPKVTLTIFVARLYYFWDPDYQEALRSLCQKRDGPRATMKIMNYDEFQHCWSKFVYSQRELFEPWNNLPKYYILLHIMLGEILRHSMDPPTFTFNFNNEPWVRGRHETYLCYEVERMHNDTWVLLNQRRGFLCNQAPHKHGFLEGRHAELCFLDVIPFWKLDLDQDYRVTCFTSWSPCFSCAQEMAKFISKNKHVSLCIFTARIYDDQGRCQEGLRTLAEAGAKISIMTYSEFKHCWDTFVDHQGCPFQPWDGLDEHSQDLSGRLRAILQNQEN
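Read-out is eYFP fluorescence (Ex 488/Em 500-530) from Vif-expressing HeLa A3G-eYFP cells; more signal means A3G escaped Vif-mediated degradation. Cells plated overnight, compound pinned in, incubated overnight at 37 deg C.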
Vif-A3F inh: blocks the Vif interaction with APOBEC3F. HeLa A3F-eYFP + Vif (tagged APOBEC3F with the HIV-1 protein that degrades it), YFP fluorescence increase. Potency, µM (top dose mostly 46.1 µM), without a hit: top-dose activity, negative = active. hit rate 0.2% among 390,000. AID 602313; also: potency is read from the fitted curve at half-maximal effect; % of control where 0% means no effect; nearly all actives have a fitted effect of over 65% in size
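HeLa cells stably expressing A3F-eYFP plus Vif, plated and incubated overnight at 37 deg C, then exposed to compounds overnight at 37 deg C. Blocked degradation read as raised yellow fluorescence (Ex 488/Em 500-530).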
RXFP1 antagonist: blocks the human relaxin receptor RXFP1 | hit rate 0.59% among 350,000 | AID 1259400 | activity change, negative = inhibition, % at 57.5 µM | HEK293-RXFP1, relaxin-stimulated cAMP HTRF, 30 min; hits give low values;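 active = activity change of -60% or lower, but not beyond a set lower limit; inconclusive = change between -60% and -40%, or beyond the set limit; inactive = change above -40%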; also: % is scaled to controls: 0 for no effect and ±100 for the full control effect
D1 agonist: agonists of human D1 dopamine receptor. hit rate 1% among 360,000. activation, % at 2 µM. HEK293 T-REx D1 cells, calcium flux, agonist mode. P21728; in the data active = activation above about 30%; also: 0% is about no effect
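Inducible HEK293 T-REx D1 cells, force-coupled to calcium signalling, were plated at 4000 cells/well with tetracycline and held overnight at 30 C. After no-wash calcium dye loading, compound-evoked calcium rise over 180 s flagged agonists.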
D1 potentiator: enhances dopamine response at the human D1 receptor. P21728. hit rate 0.036% among 360,000. potentiation, % at 10 µM. HEK293 TREx D1 cells, calcium flux, dopamine EC20 potentiation. AID 504651; in the data active = potentiation above about 30%; also: 0% is about no effect
Numbers without * were called inactive; ? = inconclusive; · = not tested or not shown; & = joins results of further samples. Unless noted, calls follow the shape of the dose curve; as a rule, active = well fitted curve in the direction sought with a large enough effect; inconclusive = small, poorly fitted or top-dose-only effect, or another doubt; inactive = no such curve, though single readings can be large; an effect the other way counts as inactive or inconclusive. Only part of the results is shown, so the mix of outcomes need not match the whole.

SMILES	D2 potentiator	Glioma ERSR ind	D1 antagonist	RXFP1 agonist	Vif-APOBEC3G blk	Vif-A3F inh	RXFP1 antagonist	D1 agonist	D1 potentiator
COc1ccc(C(=O)NCc2nnc(SCC(=O)c3ccc(F)cc3)n2C)cc1OC	-6	-5%	-5	0.6%	0%	5%	1	3	-1
CC(=O)N(CCCN(C)C)CCC(C)CCC=C(C)C (configuration not stated)	4	-2%	-11	1.6%	-1%	-3%	-11	8	-3
CCCCCOC(=O)Nc1ccc(S(=O)(=O)Nc2cccc([N+](=O)[O-])c2)cc1	-3	-2%	-5	-0.7%	0%	-3%	0	1	-6
CCOC(=O)c1ccccc1NS(=O)(=O)c1c(C)nc2sccn2c1=O	-3	-2%	-18	3.2%	1%	0%	·	1	-5
COC(=O)c1ccccc1NC(=O)CSc1nnc(C(C)NC(=O)c2ccc(Cl)cc2Cl)n1C (configuration not stated)	-1	-3%	-4	-0.1%	-4%	-8%	-8	3	-7
O=C(NCCO)C(=O)NCC(c1ccc2c(c1)OCO2)N1CCOCC1 (configuration not stated)	10	-5%	1	0.4%	1%	1%	12	3	-2
COc1cc(C(=O)OCC(=O)N2CCCCC2C)cc(NC(=O)c2cccs2)c1OC (configuration not stated)	8	-2%	-13	-3.1%	-4%	-3%	-7	2	1
O=C1N=C(N2CCOCC2)S/C1=C\c1cccnc1	-1	-3%	0	2.8%	2%	5%	-14	1	-10
CCN(C(=O)COC(=O)c1cc2c(s1)CCCC2)c1c(N)n(Cc2ccccc2)c(=O)[nH]c1=O	·	-4%	·	·	4%	-1%	-11	·	·
CCc1c(C)nc2nncn2c1Nc1cccc(C)c1	6	·	8	-0.4%	·	·	-14	4	-2
C[C@H](NC(=O)c1[nH]cnc1C(=O)Nc1ccc(Cl)cc1)c1ccccc1	-8	-4%	·	0.4%	-5%	1%	·	1	-1
CCc1nonc1NC(=O)c1oc2c(C)c(C)ccc2c1C	-5	0%	3	-4.4%	-3%	-10%	2	3	1
COCCCN(C(=O)Nc1ccc(C)c(C)c1)C(C)c1ccccn1 (configuration not stated)	-5	-2%	0	0.3%	-2%	-1%	·	2	-4
COc1ccc(CN2CCNC(=O)C2CC(=O)N(C)Cc2cc(C)no2)cc1OC (configuration not stated)	0	-3%	29	-0.6%	-1%	1%	-7	9	2
COc1cc(NC(=O)c2ccc(NC(=O)N3CCSc4ncccc43)cc2)cc(OC)c1	4	-3%	-5	-1.0%	-1%	6%	-22	-1	-2
Cc1ccc(/C=N/c2sc3c(c2C#N)CCC3)s1	-4	-6%	-8	4.0%	1%	3%	1	2	1
Cc1ccc(S(=O)(=O)CC(=O)c2cc(C)c(O)c(C)c2)cc1	9	-1%	8	0.4%	1%	10%	-4	2	-1
COCCCn1c(C)cc(C(=O)COC(=O)CCc2nc3ccccc3c(=O)[nH]2)c1C	-2	-2%	2	0.8%	-1%	0%	-3	1	5
CCOc1ccccc1CN1CCNC(=O)C1CC(=O)NC1CCCCC1 (configuration not stated)	-1	-9%	-5	-1.5%	-7%	-1%	25	2	-1
CC[C@H](C)[C@@H](NC(=O)O[C@@H]1C(=O)c2cc(Br)ccc2O[C@H]1c1ccc2c(c1)OCO2)C(=O)OC	·	·	2	2.7%	·	·	·	0	2

2 of the compounds above, as labelled records:
Cc1ccc(/C=N/c2sc3c(c2C#N)CCC3)s1
- D2 potentiator: -4
- Glioma ERSR ind: -6%
- D1 antagonist: -8
- RXFP1 agonist: 4.0%
- Vif-APOBEC3G blk: 1%
- Vif-A3F inh: 3%
- RXFP1 antagonist: 1
- D1 agonist: 2
- D1 potentiator: 1
O=C1N=C(N2CCOCC2)S/C1=C\c1cccnc1
- D2 potentiator: -1
- Glioma ERSR ind: -3%
- D1 antagonist: 0
- RXFP1 agonist: 2.8%
- Vif-APOBEC3G blk: 2%
- Vif-A3F inh: 5%
- RXFP1 antagonist: -14
- D1 agonist: 1
- D1 potentiator: -10

Following part:
SMILES	D2 potentiator	Glioma ERSR ind	D1 antagonist	RXFP1 agonist	Vif-APOBEC3G blk	Vif-A3F inh	RXFP1 antagonist	D1 agonist	D1 potentiator
O=C(Cn1nc(-c2ccccc2)ccc1=O)Nc1cccc(NC(=O)c2ccccn2)c1	2	·	-18	-0.7%	·	·	·	2	-7
CCOc1ccc(NS(=O)(=O)c2cccc(C(=O)N(C)Cc3ccco3)c2)cc1	-5	-2%	-7	0.2%	1%	5%	-19	6	-6
CC(C)(CNc1ccc(C(F)(F)F)cc1[N+](=O)[O-])N1CCOCC1	16	-3%	0	-2.2%	0%	7%	-12	0	6
COc1cccc(/C=C(\C#N)C(=O)Nc2ccc(NC(C)=O)cc2)c1OC	11	0%	27	-0.1%	6%	-2%	0	-1	5
COc1ccc2cc(CCNC(=O)c3ccc4c(c3)OCO4)c(=O)[nH]c2c1	0	-3%	-11	0.7%	-1%	2%	·	-1	-6
Cc1ccc(S(=O)(=O)N(CC(=O)NC2CCCCCC2)c2ccccc2F)cc1	·	-1%	8	-0.3%	-1%	-19%	9	1	-6
Cc1cc(C)n(-c2nnc3n2N=C(c2c[nH]c4ccccc24)CS3)n1	·	-4%	1	0.8%	?	1%	-27	0	-5
CC(C)C1C(=O)N(Cc2cn(CC3CCCCC3)nn2)CCS(=O)(=O)N1Cc1ccc(-c2ccccc2)cc1 (configuration not stated)	·	-5%	·	·	-3%	-7%	-6	·	·
CCN(c1cccc2ccccc12)S(=O)(=O)c1ccc(Cl)nc1	2	-5%	-19	1.5%	-9%	-5%	-16	5	-5
CC(C)(C)n1nc2c(c1NC(=O)c1ccc([N+](=O)[O-])cc1)CS(=O)(=O)C2	9	0%	-16	-1.0%	0%	-17%	3	5	-12
O=S(=O)(c1cccc(-c2n[nH]c(=S)o2)c1)N1CCOCC1	14	-6%	-4	?	1%	2%	12	1	-10
CC(Oc1ccc2c(-c3ccccc3)cc(=O)oc2c1)C(=O)NCCCN1CCOCC1 (configuration not stated)	3	0%	-7	0.1%	6%	2%	37	6	4
O=C(COc1ccc(Cl)cc1Br)NC(=O)NCc1ccccc1	-13	1%	2	0.6%	0%	-1%	-7	9	-5
CN1CCN(C2=C(NS(=O)(=O)c3ccccc3)C(=O)c3ccccc3C2=O)CC1	4	0%	-4	-0.3%	0%	1%	9	0	-1
O=C(COC(=O)c1ccccc1O)NC(=O)c1ccc(OC(F)F)cc1	10	-3%	-3	0.6%	-5%	-2%	18	3	-2
N#CC1=C(N)OC2=C(CCc3ccccc32)C1c1ccccc1 (configuration not stated)	21	-2%	22	5.7%	-13%	-9%	2	9	-9
Cc1ccsc1C1C=C(c2cccc(Br)c2)Nc2ncnn21 (configuration not stated)	9	-3%	7	4.2%	-10%	-2%	-8	43*	-1
CCCC1NC(=O)c2cccnc2-n2c1nc1cc(F)c(F)cc1c2=O (configuration not stated)	·	-3%	·	·	-4%	-3%	-11	·	·
NC(=O)C1CCN(C(=O)c2ccc(Cl)c(S(=O)(=O)NCc3ccco3)c2)CC1	-4	-3%	2	0.2%	1%	-11%	2	3	·
COc1ccccc1N(CCC#N)C(=O)CSc1ccc2c(c1)OCCO2	13	-4%	6	-0.6%	-2%	-8%	1	0	11
O=C(c1ccccc1Br)N1CCN(c2ncccn2)CC1	-9	0%	-6	0.1%	0%	9%	-6	5	4
Cc1ccccc1-c1nnc(SC(C)C(=O)NC2CCCC2)o1 (configuration not stated)	5	1%	11	0.2%	-9%	1%	-5	3	-2
COc1ccccc1CC(=O)NCc1csc(-c2cccs2)n1	-9	2%	4	3.0%	-2%	-4%	-14	2	2
CCOC(=O)c1c(C)c(C(=O)NCc2ccccc2OC)c(C)n1C	11	-1%	-23	5.3%	-8%	-7%	3	3	0
COC(=O)c1cc(S(=O)(=O)NCC2CCN(Cc3cc(C)ccc3C)CC2)c[nH]1	-8&9	-4%&-3%	-21&1	-1.5%&4.8%	-6%&0%	3%&6%	-5	9&3	-1&-5
COc1ccc(NC(=O)c2cc(C3CC3)nc3c2c(C)nn3-c2ccccc2)c(OC)c1	1	-4%	-17	-4.9%	0%	5%	3	2	0
COc1cc(NS(=O)(=O)c2ccc(Nc3nc(-c4ccccn4)cs3)cc2)nc(OC)n1	9	-1%	-6	3.6%	7%	0%	-8	1	-3
Cc1ccc(N=C2N=C(N)c3ccccc32)cc1C	·	1%	·	·	-30%	0%	-4	·	·
COc1ccc(C(C(=O)NC2CCCC2)N(C(=O)c2ccoc2C)c2cc(C)cc(C)c2)cc1 (configuration not stated)	-1	-4%	-9	3.0%	0%	-2%	0	1	-10
COc1ccc(N2C(=O)C3CCCN3C2c2ccc(C)o2)cc1Cl (configuration not stated)	9	-2%	21	0.4%	2%	0%	-5	1	0
CC(=O)c1ccc(-c2ccc(C(=O)N(C)Cc3nc4ccccc4c(=O)[nH]3)o2)cc1	24	-2%	-4	2.8%	0%	-3%	-4	3	-11
Cc1ccc(S(=O)(=O)Oc2cc(N)c3c(n2)CCC3)cc1	10	-4%	30	-0.1%	-1%	5%	10	3	4
CCSc1cc(N2CCOCC2)nc(-c2ccc(Cl)cc2)n1	8	-6%	-3	0.2%	0%	1%	-3	5	1
CCN(CC)c1ccc(-c2nc(-c3ccccn3)no2)cc1[N+](=O)[O-]	-10	-6%	6	-0.5%	5%	-17%	·	-1	2
CC(=O)Nc1ccc(S(=O)(=O)NNC(=O)c2cc3c4ccccc4n(C)c3s2)cc1	20	-3%	10	1.7%	?	-11%	3	0	3
O=C(NCCC(=O)N1CCN(S(=O)(=O)c2ccc(F)cc2)CC1)Nc1ccccc1	6	-1%	-1	1.6%	-7%	-16%	-12	2	-2
S=c1[nH]ncc2ccccc12	-2	-1%	0	5.2%	0%	-15%	-3	4	0
CCCN1CCC(NC(=O)Cc2ccc(C)cc2)CC1	-1	-2%	2	5.4%	-4%	?	-4	0	1
CCc1ccc(OCc2nnc(SCC(=O)Nc3cccc(C(=O)N4CCOCC4)c3)o2)cc1	1	-3%	-2	2.8%	-1%	1%	4	1	-2
CN(C(=O)CSc1nnc(Cc2cccs2)n1C1CC1)C1CCS(=O)(=O)C1 (configuration not stated)	19	-3%	5	-1.9%	2%	4%	-3	2	0
